Compound activity (PubChem)
Fibroblast inh: blocks proliferation of human lung fibroblasts. viability, % at 10 µM. 1.1% of 85,000 active. LL 47 human lung fibroblast viability, ATP luminescence; hits give low values. AID 719;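 active = viability at or below 50% in the single dose screen; inactive = viability above 50%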;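 note: compound exposure lasted 72 h before the ATP readout; 100% = median luminescence of untreated cell-only wells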
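Times – overnight cell rest, 72 h compound treatment at 37 °C · Test system – human lung fibroblast line LL 47, low passage · Amount – 1,150 cells in each well · Controls – cell-only wells, no compound · Doses – 0.1% DMSO in all compound wells · Measured by – CellTiter-Glo luminescence · Buffer or medium – IMEM plus 15% FBS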
H69AR growth 86K: growth inhibitors of human H69AR lung tumor cells | H69AR lung tumor viability, ATP luminescence, 72 h; hits give low values | viability, % at 10 µM | 6% of 85,000 active | AID 598;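 active = viability at or below 40%; inactive = viability above 40%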;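 note: multidrug resistant small cell line overexpressing MRP-1 efflux transporter; 100% = mean luminescence of untreated control wells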
ERb SRC1 inh: blocks coactivator binding to human estrogen receptor beta. TR-FRET ER-beta LBD / SRC1-Cy5 peptide binding; receptor agonist-loaded with 1 µM estradiol. inhibition, % at 25.6 µM. 1.3% of 86,000 active. AID 633;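 active = compounds whose percent inhibition of the receptor-coactivator binding signal exceeds about 50% in the single-dose screen, limit read from the data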;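 note: 0% = receptor plus peptide wells without compound and 100% = peptide-only wells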
Smad3 FoxH1 inh: Smad3 (human) transcription factor binding inhibition; inhibition, % at 25 µM; 0.29% of 88,000 active; P84022; TR-FRET Smad3/Dy647-FoxH1 peptide binding, europium anti-His; AID 630;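 active = compounds that reduce the energy-transfer binding signal between the protein and its labelled peptide by more than half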;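 note: 0% = Smad3 plus labelled peptide maximal FRET and 100% = peptide-only background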
Target sequence (P84022 whole entry, looked up): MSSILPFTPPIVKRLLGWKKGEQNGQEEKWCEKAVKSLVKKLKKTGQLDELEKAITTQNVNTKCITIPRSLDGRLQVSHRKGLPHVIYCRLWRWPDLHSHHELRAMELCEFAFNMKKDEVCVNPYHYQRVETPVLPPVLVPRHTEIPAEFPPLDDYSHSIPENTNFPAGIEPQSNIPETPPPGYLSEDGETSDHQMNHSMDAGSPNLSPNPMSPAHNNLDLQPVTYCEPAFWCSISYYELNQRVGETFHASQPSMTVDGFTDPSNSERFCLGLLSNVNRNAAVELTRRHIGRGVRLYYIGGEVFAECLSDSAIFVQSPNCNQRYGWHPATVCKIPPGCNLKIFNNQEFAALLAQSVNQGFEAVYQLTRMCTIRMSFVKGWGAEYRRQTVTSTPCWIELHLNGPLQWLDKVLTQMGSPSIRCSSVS
HUVEC inhibit: human endothelial cell proliferation inhibition; AID 648; HUVEC proliferation, CellTiter-Glo luminescence, 72 h; hits give low values; 1.1% of 86,000 active; viability, % at 10 µM (by protocol);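 active = viability at or below 30%; inactive = viability above 30%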;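 note: 100% = median luminescence of DMSO-only cell control wells on each plate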
Mac1 fbg enh: CD11b/CD18-fibrinogen binding enhancement. K562 CD11b/CD18 adhesion to fibrinogen, ATPlite luminescence. 0.07% of 93,000 active. P05107+P11215. activation, % at 10 µM;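 active = 10 µM primary screen giving 50% or more activity, confirmed by 40% or more on retest at that dose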; note: strong numbers were not always called active
ERa coact pot: ER-alpha (human) coactivator binding potentiation | P03372 | TR-FRET ERalpha-LBD/SRC-Cy5 coactivator binding, 2 h; 100 = basal binding, no effect | coactivator binding (% of control), % at 25.6 µM | 1.3% of 86,000 active | AID 639; in the data active = activity above about 200%;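 note: binding measured in presence of low estradiol as agonist stimulus; 0% = peptide alone without receptor and 100% = receptor with peptide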
Target sequence (P03372 whole entry, looked up, the tested form may be a part): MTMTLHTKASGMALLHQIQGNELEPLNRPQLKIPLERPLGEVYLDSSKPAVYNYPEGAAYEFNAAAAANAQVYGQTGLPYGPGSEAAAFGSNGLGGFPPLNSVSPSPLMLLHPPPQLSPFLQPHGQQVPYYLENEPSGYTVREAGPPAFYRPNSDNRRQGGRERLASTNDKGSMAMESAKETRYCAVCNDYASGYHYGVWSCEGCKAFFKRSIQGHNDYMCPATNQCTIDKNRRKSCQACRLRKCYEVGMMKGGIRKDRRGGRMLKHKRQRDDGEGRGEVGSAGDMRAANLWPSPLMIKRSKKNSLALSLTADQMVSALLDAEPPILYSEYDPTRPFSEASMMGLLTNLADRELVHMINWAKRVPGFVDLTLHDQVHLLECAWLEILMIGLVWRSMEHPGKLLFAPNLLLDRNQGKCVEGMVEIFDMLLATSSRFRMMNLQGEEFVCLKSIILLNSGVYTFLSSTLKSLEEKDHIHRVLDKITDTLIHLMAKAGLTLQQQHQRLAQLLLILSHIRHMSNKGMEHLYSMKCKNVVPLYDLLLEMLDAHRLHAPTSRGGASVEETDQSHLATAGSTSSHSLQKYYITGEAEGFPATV
MT1-MMP txn act: MT1-MMP promoter transcription activation; AID 750; 0.16% of 86,000 active; activation factor at 10 µM; HT1080 MT1-MMP promoter luciferase reporter, luminescence, overnight; hits give high values;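 active = activation factor of at least 2 for MT1-MMP transcription at 10 µM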
ERa SRC1 inh: ER-alpha (human) coactivator binding inhibition | AID 629 | P03372 | 1.7% of 86,000 active | inhibition, % at 25.6 µM | TR-FRET ER-alpha LBD / SRC-1 peptide, estradiol-bound; in the data active = inhibition above about 50%;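 note: 0% = receptor plus peptide control and 100% = peptide only without receptor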
* hit, by the source's call; · = not tested or not shown; [ ] = remark or other dose.

molecule | Fibroblast inh | H69AR growth 86K | ERb SRC1 inh | Smad3 FoxH1 inh | HUVEC inhibit | Mac1 fbg enh | ERa coact pot | MT1-MMP txn act | ERa SRC1 inh
CC(=O)Nc1ccc(S(=O)(=O)N2CCN(CCCOc3ccccc3Cl)CC2)cc1 | 108 | 78 | 2 | 3 | 96 | -1 | 106 | 1 | 2
CCc1ccc(C(=O)CCC2CCCCC2=O)cc1 (centres undefined) | 101 | 70 | -8 | -1 | 108 | -4 | 102 | 1.7 | 0
CCc1ccccc1NC(=O)CSc1nc2c(c(-c3ccco3)c1C#N)CCCC2 | 100 | 54 | 11[fluorescence artefact?] | -14[fluorescence artefact?] | 62 | 1 | 301*[fluorescence artefact?] | 1.1 | 10[fluorescence artefact?]
CC(C)CCN1C(=O)c2ccc(C(=O)OCn3nnc4ccccc4c3=O)cc2C1=O | 103 | 97 | -2[fluorescence artefact?] | -1 | 92 | · | 116 | 1 | 2
CCc1cc(=O)oc2cc(OCC(N)=O)c(Cl)cc12 | 109 | 85 | 0 | -7 | 98 | -6 | 113 | · | 1
C=CCC1c2cccc(C(=O)O)c2C(=O)N1c1cccc(C)c1 (centres undefined) | 98 | 89 | -3 | -4 | 102 | -3 | 116 | 1.1 | -4
COc1ccccc1NC(=O)CN(Cc1ccco1)C(=O)c1cccs1 | 93 | 92 | 10[fluorescence artefact?] | -1 | 101 | -1 | 120 | 1.1 | 10[fluorescence artefact?]
CCOC(=O)C(NC=O)(NC(C)(C)C)C(=O)OCC | 94 | 94 | -6 | 10 | 99 | -2 | 86 | 1.2 | 1
Fc1ccccc1-c1nc(NCCCN2CCOCC2)c2ccccc2n1 | 105 | 50 | 3 | 0 | 86 | · | 107 | 1 | 5
COc1ccc(CCNC(=O)Cn2c(=O)oc3ccccc32)cc1OC | 102 | 93 | -6 | 1 | 103 | 1 | 107 | 1.1 | -8
Cc1nonc1NC(=O)CSc1ccc(-c2ccccc2)nn1 | 103 | 91 | 3 | 5 | 105 | 0 | 101 | 1.1 | -4
Cc1ccc(-c2cn3nc(C)c(C)nc3n2)cc1 | 92 | 87 | -10 | 10 | 87 | 4 | 116 | 0.1 | 1
COc1cccc(C2CC(c3c(Cl)cccc3Cl)n3nc(N)nc3N2)c1 (centres undefined) | 92 | 85 | -14 | 1 | 100 | 7 | 115 | 1 | -4
Cn1c(Cn2c(=O)sc3ccccc32)nnc1SCC(=O)Nc1ccc(F)cc1 | 96 | 83 | -5 | -6 | 79 | · | 110 | 1.1 | -3
CCn1c(Cn2nnc(-c3ccccc3)n2)nnc1SCC(=O)Nc1cccc(C(C)=O)c1 | 102 | 88 | -3 | -6 | 95 | 2 | 95 | 1.1 | 6
Cc1cccc(N2CCN(C(=O)c3ccc(NC(=O)C4CCCO4)cc3)CC2C)c1 (centres undefined) | 87 | 93 | 5[fluorescence artefact?] | -2 | 98 | 8 | 105 | 1.1 | -7
O=C(C1COc2ccccc2O1)N1CCc2ccccc21 (centres undefined) | 87 | 85 | 34[fluorescence artefact?] | 12 | 107 | 0 | 345*[fluorescence artefact?] | 1.5 | 21
CCOC(=O)N1CCN(S(=O)(=O)c2ccc(C(=O)Nc3nc4ccc(F)cc4s3)cc2)CC1 | 29* | 23* | 5 | -25[fluorescence artefact?] | 47 | -2 | 377* | 1.2 | -5
CCC(=O)N1CCN=C1SCc1ccc(F)cc1 | 103 | 94 | 18 | 12 | 94 | -2 | 111 | 1 | 0
COc1ccc(NC(=O)c2ccccc2Cl)cc1NC(=O)CN1CCOCC1 | 102 | 88 | 0 | 4 | 98 | 0 | 107 | 1.4 | -3
CC(=O)Nc1ccc(NC(=O)CN(c2cccc(C)c2)S(C)(=O)=O)cc1 | 104 | 100 | 13 | 3 | 96 | -1 | 92[fluorescence artefact?] | 1.1 | 14
COc1ccc(C(=O)Nc2ccc3c(c2)nc(CCNC(C)=O)n3C)cc1 | 107 | 91 | 5 | 0 | 98 | 1 | 103 | 1.4 | 1
OCc1nc2ccccc2n1CC(O)Cn1ccc2ccccc21 (centres undefined) | 96 | 80 | -2 | 3 | 87 | -3 | 121 | 1 | -6
CCOC(=O)N1CCN(C(=O)CCCOc2ccccc2)CC1 | 106 | 86 | -1 | 8 | 99 | 1 | 100 | 1.2 | -5
CCOC(=O)c1c(O)c2ccccc2n(-c2ccccc2)c1=O | 99 | 102 | 1[fluorescence artefact?] | -16 | 96 | -3 | 123 | 1.1 | 14
c1ccc2c(c1)CNC1(CCCCC1)C2 | 81 | 96 | -2[fluorescence artefact?] | 6 | 88 | -1 | 108 | 1 | -3
Cc1c(Cl)cccc1NC(=S)NNc1ncc(C(F)(F)F)cc1Cl | 96 | 16* | -7 | -5 | 50 | -10 | 80 | 1 | -5
O=C(CC1Sc2ncnn2C1=O)Nc1ccccc1 (centres undefined) | 99 | 94 | 1[fluorescence artefact?] | -5 | 95 | 0 | 83 | · | 0[fluorescence artefact?]
CCn1cc(C2=NOC(C(=O)Nc3ccc4c(c3)OCO4)C2)c(C)n1 (centres undefined) | 101 | 87 | 16 | 3 | 91 | 0 | 90 | 1 | 18
O=C(COc1ccc(S(=O)(=O)NC2CCCCC2)cc1)NCc1ccccn1 | 91 | 95 | -2 | -3 | 104 | -3 | 101 | 1.2 | 0

In a second layout: results already given.
Values in the order – Fibroblast inh, H69AR growth 86K, ERb SRC1 inh, Smad3 FoxH1 inh, HUVEC inhibit, Mac1 fbg enh, ERa coact pot, MT1-MMP txn act, ERa SRC1 inh
CC(=O)Nc1ccc(NC(=O)CN(c2cccc(C)c2)S(C)(=O)=O)cc1
    104, 100, 13, 3, 96, -1, 92[fluorescence artefact?], 1.1, 14
COc1ccc(C(=O)Nc2ccc3c(c2)nc(CCNC(C)=O)n3C)cc1
    107, 91, 5, 0, 98, 1, 103, 1.4, 1

Other records follow.
molecule | Fibroblast inh | H69AR growth 86K | ERb SRC1 inh | Smad3 FoxH1 inh | HUVEC inhibit | Mac1 fbg enh | ERa coact pot | MT1-MMP txn act | ERa SRC1 inh
COc1ccc(-c2nnc(SCC(=O)N3CCc4ccccc4C3)o2)cc1 | 102 | 73 | 3 | -2 | 84 | -3 | 98 | 1 | 8
CCOc1ccccc1C1C(C(=O)Nc2ccccc2OC)=C(C)Nc2nnnn21 (centres undefined) | 97 | 88 | -8 | -10 | 95 | 0 | 91 | 1 | 0
Cn1c(N)c(C(=O)COC(=O)Cc2ccsc2)c(=O)n(C)c1=O | 104 | · | 2 | -14 | 90 | -4 | 138 | 1 | 7
Cc1oc2cc3oc(=O)c4c(c3cc2c1C)CCC4 | 101 | 85 | 35[fluorescence artefact?] | 15[fluorescence artefact?] | 106 | 4 | 170 | 1.6 | 18[fluorescence artefact?]
C=CCn1c(SCC#N)nc2ccccc2c1=O | · | 86 | 1 | -1 | 97 | 2 | 90 | 1.1 | 8[fluorescence artefact?]
CC(C)C(=O)Nc1ccc2c(c1)oc1ccccc12 | 91 | 55 | -1 | 2 | 96 | -4 | 109 | 1.7 | 2
COc1ccc(-c2cc(-c3ccc(OC)cc3)c(C#N)c(SC)n2)cc1 | 100 | 64 | 39[fluorescence artefact?] | -68[fluorescence artefact?] | 73 | · | 458*[fluorescence artefact?] | 1 | 36[fluorescence artefact?]
O=C(O)Cc1ccc(C(=O)c2ccc(F)cc2)s1 | 97 | 95 | -5 | 9 | 91 | -3 | 98 | 1.4 | -4
N#CCCCCN1c2cccc3cccc(c23)S1(=O)=O | 100 | 76 | 32 | -20[fluorescence artefact?] | 97 | -1 | 86 | 1.2 | 26
COc1cccc(NC(=O)[C@@H]2CCCN2C(=O)C2CCN(S(=O)(=O)c3ccc(C)cc3)CC2)c1 | 107 | 96 | -8 | 5 | 89 | -1 | 105 | 1.1 | -8
Cc1ccc(S(=O)(=O)n2nc(OC(=O)c3cccs3)cc2N)cc1 | 96 | 93 | 34 | -7 | 96 | · | 72 | 1.2 | 19
Cc1cccc(-n2nc3c(c2NC(=O)c2ccc(S(=O)(=O)N4CCOCC4)cc2)CSC3)c1C | 83 | 53 | 12 | 7 | 87 | 0 | 172 | 1.2 | 25[fluorescence artefact?]
COc1ccc(OCC(O)CNCc2ccco2)cc1 (centres undefined) | 96 | 81 | -1 | -3 | 95 | -5 | 83 | 1.2 | -4
COC(=O)NCc1cc2cc(Cl)ccc2[nH]1 | 92 | 87 | -3 | 6 | 87 | · | 100 | 1.3 | -6
CCCC(=O)Nc1nc2ccc(C(=O)OCC)cc2s1 | 96 | 79 | -4 | 0 | 109 | -3 | 96[fluorescence artefact?] | · | 8
O=C(c1ccc(Cn2cc(Cl)cn2)o1)N1CCN(Cc2ccc3c(c2)OCO3)CC1 | 90 | 95 | -4[fluorescence artefact?] | -6 | 92 | -1 | 111 | 1.2 | -9[fluorescence artefact?]
C=CCOc1cccc(C2/C(=C(/O)c3ccccc3)C(=O)C(=O)N2CCCN2CCOCC2)c1 (centres undefined) | 104 | 93 | -6 | 14 | 106 | · | 109 | 1.1 | -9[fluorescence artefact?]
Cc1cccn2c(=O)c3cc(C(=O)NCCCn4ccnc4)n(C)c3nc12 | 102 | 78 | 2[fluorescence artefact?] | 12 | 95 | -2 | 104[fluorescence artefact?] | 0.9 | -2
O=C(CSc1nnc(Cc2cc(=O)[nH]c(=O)[nH]2)n1-c1ccccc1)NCC1CCCO1 (centres undefined) | 100 | 89 | -2 | -3 | 91 | -4 | 117 | 1.1 | -5
Cc1ccc(SCCNC(=O)CN(c2ccc3c(c2)OCO3)S(C)(=O)=O)cc1 | 98 | 78 | -25 | 10 | 103 | 2 | 104 | 1.2 | 7
Cc1cc(=O)[nH]c(-n2[nH]c(C)cc2=O)n1 | 104 | 90 | 1 | 11 | 98 | · | 88 | 1.3 | -6
CC(=O)c1ccc(Nc2nc(C)nc3c2oc2ccccc23)cc1 | 102 | 79 | 28 | -10 | 99 | 5 | 93 | 1.1 | 43
Nc1ccc(-c2nc3c(Cl)cc(N)cc3[nH]2)cc1 | 96 | 31* | 21[fluorescence artefact?] | 7[fluorescence artefact?] | 110 | 1 | 96[fluorescence artefact?] | · | 6[fluorescence artefact?]
O=C(Nc1nc(=O)c2ccccc2s1)c1ccc(F)cc1 | 86 | 50 | 52*[fluorescence artefact?] | -16[fluorescence artefact?] | 75 | · | 188[fluorescence artefact?] | · | 49[fluorescence artefact?]
CN1CCC(OC(=O)C23CCC(C)(C(=O)O2)C3(C)C)CC1 (centres undefined) | 98 | 89 | 16 | 9 | 92 | 0 | 101 | 1 | -4
Nc1c(C(=O)NCc2ccco2)c2nc3ccccc3nc2n1CCc1ccccc1F | 95 | 27* | 30 | -1 | 79 | 7 | 67[fluorescence artefact?] | 0.9 | 26
CCCSCCCNC(=O)c1cc2c(s1)CS(=O)(=O)C2 | 94 | 96 | -5 | 0 | 101 | 10 | 92 | · | -4
O=C(Nc1ccccc1)c1ccc(NCCN2CCOCC2)c(S(=O)(=O)N2CCOCC2)c1 | 98 | 68 | 0 | 1 | 93 | 2 | 138 | 1.4 | -1
O=C(Oc1cc(-c2ccccc2)no1)c1ccc(F)cc1 | 106 | 103 | -2[fluorescence artefact?] | 12 | 103 | 4 | 103[fluorescence artefact?] | 1.1 | 4[fluorescence artefact?]
COc1cc(N)cc(NC(=O)c2ccncc2)c1 | 103 | 89 | -1 | 9 | 94 | -2 | 107 | 1.1 | 8

Not all compounds are listed; the hit share may differ from the screen's.
